Screening data: PubChem BioAssay, National Center for Advancing Translational Sciences (NCATS)
pAkt inh: HTS Assay for Inhibitors of Akt Phophorylation: Primary Screen. Neuro2A IGF-stimulated pAkt S473 HTRF, 20 min; hits give low values. activity change, % for hits at 50 µM. 360,000 tested, 0.32% active; in the data active = activity change below about -80%; inconclusive = mostly about -51% to -80%; note: % is set by controls: 0 for no effect and ±100 for the full control effect
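Single-point screen (50 µM final compound) in Neuro2A cells stimulated 20 min with 6 nM IGF at 37 deg C. After lysis, Ser473-phosphorylated Akt read by HTRF (ex 330 nm, em 615/665 nm) as the 665/615 ratio.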
CCT chaperon mod: High-Throughput Screening for Modulators of Cytosolic Chaperonin Activity; purified chaperonin ATPase assay, HTRF ADP detection, 30 min; activity change, % (test concentration not listed), hits read low; 360,000 tested, 0.3% active; AID 651819, 2012; in the data active = activity change below about -30%; note: % is set by controls: 0 for no effect and ±100 for the full control effect
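We incubate TRiC, 40 or 20 nM final, with library compounds at 76 uM and 10 uM ATP for 30 min at 37 °C. ADP formed is detected with Transcreener HTRF reagents after 30 min at room temperature.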
Mm-Cpn inhibitor: Inhibitors of TCP-1 ring complex (TRiC) of Methanococcus maripaludis (MmCpn): qHTS; AID 504842, 2011; purified Mm-Cpn ATPase, ADP Transcreener TR-FRET; Potency, µM (top dose mostly 76.9 µM), for inactives: top-dose activity, negative = inhibition, actives largely listed as inhibitors; 330,000 tested, 0.031% active; Chaperonin Mm-Cpn (Methanococcus maripaludis); note: potency is the fitted concentration of half-maximal effect; % is set by controls: 0 for no effect and ±100 for the full control effect; nearly all actives have a fitted effect of over 80% in size
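ATPase read-out: TR-FRET ADP immunoassay (anti-ADP Eu cryptate vs ADP-d2), ex 320 nm, em 590/665 nm; signal drops as ADP forms. Enzyme 25 nM, ATP 10 uM, 30 min at 37°C after 10 min compound preincubation.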
Nrf2 activator: qHTS of Nrf2 Activators; 410,000 tested, 0.31% active; Potency, µM (highest dose often 46.1 µM), for the others: top-dose activation, hits mostly activators; AREc32 ARE-luciferase reporter (MCF7-derived line), luminescence, 24 h; note: potency is the fitted concentration of half-maximal effect; % of control where 0% means no effect; nearly all actives have a fitted effect of over 65% in size
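Nrf2 activation is followed as ARE-luciferase induction in the AREc32 line after one day of compound treatment; luminescence is read with Steady-Glo.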
TGFb inhibitor: qHTS for Inhibitors of TGF-b; AID 588855, 2011; Potency, µM (titrated, usually from 46.1 µM), for inactives: at the top dose activity, negative = inhibition, actives largely listed as inhibitors; 410,000 tested, 1.2% active; HepG2 CAGA-GFP TGF-b/SMAD3 reporter, GFP fluorescence, 18 h; TGF-beta stimulated, 500 pg/mL final; note: potency is the fitted concentration of half-maximal effect; % is set by controls: 0 for no effect and ±100 for the full control effect; nearly all actives have a fitted effect of over 65% in size
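GFP signal (ex488/em500-530) from TGF-beta-stimulated HEPG2 CAGA-GFP cells, 500 pg/mL final, 18 h at 37 degrees C in DMEM plus 1% FBS, normalized to unstimulated and DMSO-stimulated controls.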
EPAC2 antag: qHTS for Antagonist of cAMP-regulated guanine nucleotide exchange factor 2 (EPAC2): primary screen; Rap guanine nucleotide exchange factor 4 (Homo sapiens), Q8WZA2; EPAC2 GEF exchange of Rap1B-BODIPY-GDP, fluorescence; Potency, µM (top dose mostly 114 µM), inactives show at the highest dose activity, negative = inhibition, most hits filed as inhibitors; 360,000 tested, 0.18% active; note: potency is the fitted concentration of half-maximal effect; % is set by controls: 0 for no effect and ±100 for the full control effect; nearly all actives have a fitted effect of over 45% in size; many of its hits are not listed in these tables
Target sequence (Q8WZA2 whole entry, looked up): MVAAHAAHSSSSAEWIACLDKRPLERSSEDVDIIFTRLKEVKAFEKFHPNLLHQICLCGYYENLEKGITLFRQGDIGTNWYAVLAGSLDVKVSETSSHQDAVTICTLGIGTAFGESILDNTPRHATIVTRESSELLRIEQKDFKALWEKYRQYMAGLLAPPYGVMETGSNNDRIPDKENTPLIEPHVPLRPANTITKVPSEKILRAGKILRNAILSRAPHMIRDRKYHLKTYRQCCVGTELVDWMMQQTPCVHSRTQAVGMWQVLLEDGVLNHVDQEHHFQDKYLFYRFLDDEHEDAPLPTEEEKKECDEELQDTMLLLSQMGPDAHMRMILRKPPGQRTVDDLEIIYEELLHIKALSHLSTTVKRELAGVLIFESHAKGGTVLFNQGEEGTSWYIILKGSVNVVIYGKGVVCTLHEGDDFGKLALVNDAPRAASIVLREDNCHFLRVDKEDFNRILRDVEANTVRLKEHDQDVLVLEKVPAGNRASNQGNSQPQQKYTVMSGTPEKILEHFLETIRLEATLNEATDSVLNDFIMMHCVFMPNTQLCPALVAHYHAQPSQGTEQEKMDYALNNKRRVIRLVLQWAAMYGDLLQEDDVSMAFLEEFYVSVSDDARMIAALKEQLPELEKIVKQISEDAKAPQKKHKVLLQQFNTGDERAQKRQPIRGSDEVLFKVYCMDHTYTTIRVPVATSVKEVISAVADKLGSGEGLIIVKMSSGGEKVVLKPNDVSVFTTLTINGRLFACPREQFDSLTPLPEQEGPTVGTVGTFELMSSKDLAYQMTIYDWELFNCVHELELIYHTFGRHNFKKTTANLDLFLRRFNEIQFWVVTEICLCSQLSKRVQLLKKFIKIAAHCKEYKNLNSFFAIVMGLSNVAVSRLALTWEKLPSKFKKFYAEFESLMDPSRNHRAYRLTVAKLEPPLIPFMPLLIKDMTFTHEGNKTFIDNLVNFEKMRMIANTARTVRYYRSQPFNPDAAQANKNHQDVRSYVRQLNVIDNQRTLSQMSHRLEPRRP
EPAC2 ag: qHTS for Agonist of cAMP-regulated guanine nucleotide exchange factor 4 (EPAC2): primary screen; Rap guanine nucleotide exchange factor 4 (Homo sapiens), Q8WZA2; EPAC2 activation, biochemical qHTS; response scale: 100% = 6.5 mM cAMP response; Potency, µM (highest dose often 154 µM), for the others: at the top dose activation, usual class: activators; 360,000 tested, 0.079% active; note: potency is the fitted concentration of half-maximal effect; nearly all actives have a fitted effect of over 50% in size
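Each well held 100 nM EPAC2, 250 nM RAP1B-BODIPY-GDP and 50 uM GDP. Fluorescence, read at 5-min intervals to 30 min, was referenced to a 6.5 mM cAMP positive control.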
A549 tox: Nrf2 qHTS screen for inhibitors: counterscreen for cytotoxicity | AID 504648, 2011 | 390,000 tested, 0.16% active | A549 ARE-Fluc cells, CellTiter-Fluor viability, 18-24 h | Potency, µM (top dose mostly 46 µM), for inactives: at the highest dose activity change, negative = cytotoxicity, hits mostly inhibitors; note: potency is the fitted concentration of half-maximal effect; % is set by controls: 0 for no effect and ±100 for the full control effect
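Cytotoxicity counterscreen: CellTiter-Fluor fluorescence was measured in A549 ARE_Fluc cells after 18-24 h of compound exposure in a concentration series. The subsequent BugLite luminescent read reports ARE-luciferase activity.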
Nrf2 inh: Nrf2 qHTS screen for inhibitors; 360,000 tested, 2.1% active; Potency, µM (doses to about 46 µM), for the others: at the highest dose activity change, negative = inhibition, actives largely listed as inhibitors; A549 ARE-Fluc reporter, luciferase luminescence, 18-24 h; note: potency is the fitted concentration of half-maximal effect; % is set by controls: 0 for no effect and ±100 for the full control effect; nearly all actives have a fitted effect of over 60% in size
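Concentration-response testing used A549 ARE_Fluc cells at 5000 cells/well. Following an 18-24 h compound incubation, viability was read by fluorescence (Ex 405/Em 525) and luciferase output by luminescence.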
The depositor's hits bear a star; & = joins results of further samples; [ ] = remark or other dose. Unless noted, calls come from the whole dose curve; as a rule, active = well fitted curve in the direction sought with a large enough effect; inconclusive = small, poorly fitted or top-dose-only effect, or another doubt; inactive = no such curve, though single readings can be large; an effect the other way counts as inactive or inconclusive. Some of the compounds tested; count on the stated rates, not on these rows.

Results for COc1ccc(C(CC(=O)N2CCOCC2)c2c(OC)cc(OC)c3ccc(=O)oc23)cc1 (configuration not stated) ?
pAkt inh: inactive; CCT chaperon mod: -1.1; Mm-Cpn inhibitor: -1%; Nrf2 activator: -1.0%; TGFb inhibitor: 3%&6%; EPAC2 antag: 13%; EPAC2 ag: 8%; A549 tox: -16%&-9%; Nrf2 inh: 4%&-15%

What do the screens show for `O=C(COc1coc(CN2CCN(c3ccccc3)CC2)cc1=O)Nc1ccc(F)cc1`?
pAkt inh: inactive; CCT chaperon mod: -3.9; Mm-Cpn inhibitor: 1%; Nrf2 activator: 1.7%; TGFb inhibitor: 6%; EPAC2 antag: 0%; EPAC2 ag: 1%; A549 tox: -8%; Nrf2 inh: -23%

What do the screens show for `O=C(Nc1cc(-c2ccccc2)nn1-c1ccccc1)c1ccccc1F`?
pAkt inh: inactive; CCT chaperon mod: -2.5; Mm-Cpn inhibitor: 1%; Nrf2 activator: -0.2%; TGFb inhibitor: -4%; EPAC2 antag: -2%; EPAC2 ag: 16%; A549 tox: 7%; Nrf2 inh: -5%

What do the screens show for `O=C(N/N=C/c1ccc(-c2cccc([N+](=O)[O-])c2)o1)c1ccccc1O`?
pAkt inh: inactive; CCT chaperon mod: 0.1; Mm-Cpn inhibitor: 0%; Nrf2 activator: 0.3%[9.22 µM]; TGFb inhibitor: -18%; EPAC2 antag: 13%; EPAC2 ag: -2%; A549 tox: -19%; Nrf2 inh: inconclusive

Results for CCOc1ccc(OCCC(=O)N(CC)CC(=O)Nc2ccccc2C(F)(F)F)cc1 ?
pAkt inh: inactive; CCT chaperon mod: 0.6; Mm-Cpn inhibitor: 0%; Nrf2 activator: 0.2%; TGFb inhibitor: -18%; EPAC2 antag: -2%; EPAC2 ag: -5%; A549 tox: 4%; Nrf2 inh: -3%

Results for NS(=O)(=O)c1cc2c(cc1Cl)NC(C1C[C@H]3C=C[C@@H]1C3)NS2(=O)=O (some centres not stated) ?
pAkt inh: inactive; CCT chaperon mod: -0.3; Mm-Cpn inhibitor: -1%; Nrf2 activator: -0.8%; TGFb inhibitor: 11%; EPAC2 antag: 24%; EPAC2 ag: 6%; A549 tox: 0%; Nrf2 inh: -1%

What do the screens show for `COc1nc(C)nc2c1ccc1ccccc12`?
pAkt inh: inactive; CCT chaperon mod: 1.5; Mm-Cpn inhibitor: -1%; Nrf2 activator: -0.3%; TGFb inhibitor: 7%; EPAC2 antag: 6%; EPAC2 ag: 5%; A549 tox: -8%; Nrf2 inh: 2%

What do the screens show for `COc1ccc(/C=C2\SC(=S)N(CC(=O)OCC(=O)Nc3cc(Cl)cc(Cl)c3)C2=O)cc1`?
pAkt inh: inactive; CCT chaperon mod: -1.3; Mm-Cpn inhibitor: -6%; Nrf2 activator: 0.2%; TGFb inhibitor: inconclusive; EPAC2 antag: -1%; EPAC2 ag: 13%; A549 tox: -13%; Nrf2 inh: -14%

How did O=C(O)C1CC(=O)N(c2ccc(OCc3ccc(Cl)cc3Cl)cc2)C1 (configuration not stated) do in these assays?
pAkt inh: inactive; CCT chaperon mod: 2.0; Mm-Cpn inhibitor: 0%; Nrf2 activator: -0.1%; TGFb inhibitor: 19%; EPAC2 antag: 0%; EPAC2 ag: 0%; A549 tox: -6%; Nrf2 inh: -42%

Results for CCCCNC(=O)c1onc(CSc2ccc(C(C)C)cc2)c1C(=O)O ?
pAkt inh: inactive; CCT chaperon mod: 0.6; Mm-Cpn inhibitor: 0%; Nrf2 activator: -1.7%; TGFb inhibitor: -13%; EPAC2 antag: -20%; EPAC2 ag: -3%; A549 tox: -15%; Nrf2 inh: 0%

How did COc1cc(C)ccc1OCC(=O)OCC(=O)c1[nH]c(C)c(C(C)=O)c1C do in these assays?
pAkt inh: inactive; CCT chaperon mod: -3.2; Mm-Cpn inhibitor: 1%; Nrf2 activator: -0.3%; TGFb inhibitor: -30%; EPAC2 antag: -3%; EPAC2 ag: inconclusive; A549 tox: 0%; Nrf2 inh: -3%

How did CC(C)OC(=O)C(C)Nc1ccc(F)c(Cl)c1 (configuration not stated) do in these assays?
pAkt inh: inactive; CCT chaperon mod: -5.5; Mm-Cpn inhibitor: 2%; Nrf2 activator: -0.6%; TGFb inhibitor: -8%; EPAC2 antag: 7%; EPAC2 ag: 5%; A549 tox: 2%; Nrf2 inh: -14%

What do the screens show for `CC(C)n1cc([C@@H]2C[C@H]3CN(Cc4cccc(Cl)c4)C(=O)[C@]34CCCN24)cn1`?
pAkt inh: inactive; CCT chaperon mod: -3.4; Mm-Cpn inhibitor: 2%; Nrf2 activator: 0.8%; TGFb inhibitor: -9%; EPAC2 antag: -4%; EPAC2 ag: 4%; A549 tox: -5%; Nrf2 inh: -1%

Results for Cc1nc(SCc2nc3ccccc3[nH]2)c2oc3ccccc3c2n1 ?
pAkt inh: inactive; CCT chaperon mod: -1.4; Mm-Cpn inhibitor: -2%; Nrf2 activator: 3.6%; TGFb inhibitor: -4%; EPAC2 antag: -2%; EPAC2 ag: 3%; A549 tox: -24%; Nrf2 inh: inconclusive

What do the screens show for `CCc1cc2c(C)ccc(C)c2nc1SCC(=O)Nc1c(C)[nH]c(=O)[nH]c1=O`?
pAkt inh: inactive; CCT chaperon mod: -0.7; Mm-Cpn inhibitor: 1%; Nrf2 activator: -0.3%; TGFb inhibitor: -2%; EPAC2 antag: 7%; EPAC2 ag: -19%; A549 tox: -2%; Nrf2 inh: -4%

Brought forward from above: three entries; new compounds follow.
What do the screens show for `CC(C)n1cc([C@@H]2C[C@H]3CN(Cc4cccc(Cl)c4)C(=O)[C@]34CCCN24)cn1`?
pAkt inh: inactive; CCT chaperon mod: -3.4; Mm-Cpn inhibitor: 2%; Nrf2 activator: 0.8%; TGFb inhibitor: -9%; EPAC2 antag: -4%; EPAC2 ag: 4%; A549 tox: -5%; Nrf2 inh: -1%

Results for Cc1nc(SCc2nc3ccccc3[nH]2)c2oc3ccccc3c2n1 ?
pAkt inh: inactive; CCT chaperon mod: -1.4; Mm-Cpn inhibitor: -2%; Nrf2 activator: 3.6%; TGFb inhibitor: -4%; EPAC2 antag: -2%; EPAC2 ag: 3%; A549 tox: -24%; Nrf2 inh: inconclusive

What do the screens show for `CCc1cc2c(C)ccc(C)c2nc1SCC(=O)Nc1c(C)[nH]c(=O)[nH]c1=O`?
pAkt inh: inactive; CCT chaperon mod: -0.7; Mm-Cpn inhibitor: 1%; Nrf2 activator: -0.3%; TGFb inhibitor: -2%; EPAC2 antag: 7%; EPAC2 ag: -19%; A549 tox: -2%; Nrf2 inh: -4%

Results for CCOC(=O)c1c(NC(=O)CC)sc(C(C)=O)c1C ?
pAkt inh: inactive; CCT chaperon mod: 4.6; Mm-Cpn inhibitor: -28%; Nrf2 activator: 2.4%; TGFb inhibitor: inconclusive; EPAC2 antag: -5%; EPAC2 ag: -21%; A549 tox: 9%

How did Cc1ccc(C)n1NC(=O)c1ccc(Cl)cc1 do in these assays?
pAkt inh: inactive; CCT chaperon mod: -0.4; Mm-Cpn inhibitor: -6%; Nrf2 activator: -0.4%; TGFb inhibitor: -14%; EPAC2 antag: 5%; EPAC2 ag: 0%; A549 tox: 2%; Nrf2 inh: -6%

Results for CCOC(=O)c1ccc(N2C(=O)C(O)=C(C(C)=O)C2c2ccc([N+](=O)[O-])cc2)cc1 (configuration not stated) ?
pAkt inh: inactive; CCT chaperon mod: 0.1; Mm-Cpn inhibitor: 0%; Nrf2 activator: 0.0%; TGFb inhibitor: -2%; EPAC2 antag: 15%; EPAC2 ag: -4%; A549 tox: -2%; Nrf2 inh: 0%

What do the screens show for `Cc1cccc(C)c1OCC(=O)N(Cc1ccc(N(C)C)cc1)C1CCS(=O)(=O)C1` (configuration not stated)?
pAkt inh: inactive; CCT chaperon mod: -2.8; Mm-Cpn inhibitor: 0%; Nrf2 activator: -0.3%; TGFb inhibitor: 0%; EPAC2 antag: -3%; EPAC2 ag: 5%; A549 tox: -8%; Nrf2 inh: -11%

Results for CCN(CC(=O)Nc1c(F)cccc1F)C(=O)c1ccc2c(c1)OCCO2 ?
pAkt inh: inactive; CCT chaperon mod: 0.1; Mm-Cpn inhibitor: 2%; Nrf2 activator: 2.2%; TGFb inhibitor: 10%; EPAC2 antag: -3%; EPAC2 ag: 0%; A549 tox: -5%; Nrf2 inh: 10%

How did CSc1cc(C)[nH]c(=O)n1 do in these assays?
pAkt inh: inactive; CCT chaperon mod: -0.4; Mm-Cpn inhibitor: 3%; Nrf2 activator: -1.6%; TGFb inhibitor: 2%; EPAC2 antag: -2%; EPAC2 ag: 4%; A549 tox: 0%; Nrf2 inh: -20%

Results for O=Cc1ccc(-c2cccs2)s1 ?
pAkt inh: inactive; CCT chaperon mod: -4.5; Nrf2 activator: 3.0%; TGFb inhibitor: 5.6µM*; EPAC2 antag: -10%; EPAC2 ag: 0%; A549 tox: -7%; Nrf2 inh: inconclusive

Results for O=C(NCC1CC1)c1onc(CSc2ccc(F)c(F)c2)c1C(=O)NCC1CC1 ?
pAkt inh: inactive; CCT chaperon mod: -0.8; Mm-Cpn inhibitor: 0%; Nrf2 activator: 0.0%; TGFb inhibitor: 0%; EPAC2 antag: 2%; EPAC2 ag: 9%; A549 tox: 2%; Nrf2 inh: -6%
